Screens as filed in PubChem.
TCR activator: activators of T cell receptors; primary human leukocytes, anti-CD3, IL-2 HTRF, 48 h; Potency, µM (doses to about 9.22 µM), for the others: top-dose activation of IL-2 secretion, most hits filed as activators; 330,000 tested, under 10 active; further: % of control where 0% means no effect
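IL-2 release read by HTRF sandwich (Eu cryptate donor, d2 acceptor, 665 nm emission) after 48 hr exposure of primary human leukocytes to compound together with anti-CD3 beads in the absence of co-stimulatory signals.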
TSHR antagonist: blocks TSH signaling through the human TSH receptor; P16473; TSHR-expressing cells, TSH-stimulated cAMP HTRF, 2 h; active compounds read low; activity change, negative = inhibition, % at 11.5 µM; actives 0.2% (n = 330,000); AID 504810;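 active means activity change below a set negative limit, meaning inhibition stronger than a set level, cut at about -70% in these data; inconclusive means activity change between two set negative limits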; further: on the % scale 0 is the no-effect control and ±100 the full control effect
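Antagonism was scored as loss of TSH-driven cAMP in TSHR cells, stimulated with 4nM TSH (EC80) for 2 hours at 37 deg C and detected by homogeneous HTRF competition immunoassay.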
KCNH2 WT inh: inhibitors of human wildtype KCNH2 potassium channel; U2OS, BacMam KCNH2, thallium flux FluxOr; active compounds read low; activity change, % at 1.84 µM; actives 0.37% (n = 340,000);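 active means maximum activity change below -70%; inconclusive means maximum activity change between -70% and -50%; inactive means maximum activity change above -50%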; further: on the % scale 0 is the no-effect control and ±100 the full control effect
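U2OS cells transduced with wild-type KCNH2 virus are loaded with FluxOr dye for 45 min, and thallium flux is measured in kinetic reads before and after stimulation buffer. Rate constants are normalized to DMSO controls.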
MLL CXXC-DNA inh: blocks binding of human MLL CXXC domain to DNA. Q03164. AID 2662. MLL-CXXC / FITC-HOXA9 DNA fluorescence polarization. actives 0.037% (n = 290,000). Potency, µM (series often up to 115 µM), for inactives: at the highest dose activity change, negative = inhibition, actives largely listed as inhibitors; active means well fitted inhibition curve with a large enough effect in the polarisation, with a control signal flat, not every such curve was filed as active; inconclusive means small, poorly fitted or top-dose-only effect, or effect the other way, or a change in a side signal; inactive means no such curve, though single readings can be large or run the other way; the % refers to the polarisation; further: potency means the concentration at half of the fitted maximal effect
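Fluorescence polarization: 7 uM MLL-CXXC (stock) preincubated 5 min with compounds, then 50 nM fluorescein-HOX-A9 DNA (stock) added; 30 min ambient. Buffer 50 mM Tris-HCl pH 7.5, 50 mM NaCl, 1 mM DTT, 0.05% BSA.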
AT treatment: potential ataxia-telangiectasia treatment | […] A-T fibroblasts, KAP-1 phosphorylation AlphaLISA; neocarzinostatin DNA damage 30 min before lysis | Potency, µM (highest dose often 57.5 µM), for the others: at the highest dose activation, actives largely listed as activators | actives 0.19% (n = 320,000); further: potency means the concentration at half of the fitted maximal effect; % of control where 0% means no effect; nearly all actives have a fitted effect of over 45% in size
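hTERT-immortalized A-T patient fibroblasts ([…]), 500 cells/well in OPTI-MEM, 1% FBS, got compounds for 60 min, then NCS for 30 min at 37C. Lysates were then assayed for phospho-KAP-1 by AlphaLISA (anti-pKAP1 donor, anti-KAP1 acceptor beads), 6 hr at 25C.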
Giardia killer: Giardia lamblia killing; Giardia lamblia trophozoite viability; activity change, % at 7.66 µM, hits read low; actives 0.15% (n = 340,000); AID 540267; in the data active means activity change below about -80%; inconclusive means between about -30% and that limit;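 further: parasites exposed to compound for two days anaerobically before the ATP read; on the % scale 0 is the no-effect control and ±100 the full control effect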
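Killing of trophozoites was scored by loss of ATP luminescence after a 48 hrs anaerobic exposure to compounds at 37 deg C, using 100 cells per well.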
Chronic BCR inh: inhibitors of chronic active B-cell receptor signaling; ABC-DLBCL IkBa-CBG/CBR reporter, luminescence ratio, 4 h; actives 0.05% (n = 340,000); Potency, µM (top dose mostly 46.1 µM), inactives show at the highest dose ratio change, negative = lower green/red ratio, usual class: inhibitors; active means well fitted inhibition curve with a large enough effect in the signal ratio, with a control signal flat, not every such curve was filed as active; inconclusive means small, poorly fitted or top-dose-only effect, or effect the other way, or a change in a side signal; the % refers to the signal ratio;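 further: potency means the concentration at half of the fitted maximal effect; plate controls were basal doxycycline-induced cells for no effect and cells given 10 µM MG132 for full effect; MG132 reads +100%, hits lower the ratio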
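TMD8 ABC-DLBCL cells carrying doxycycline-inducible green luciferase fused to IkappaBalpha plus unfused red luciferase were exposed to compounds (up to 46 uM) for 4 hrs at 37C. Activity came from the overlap-corrected green/red luminescence ratio.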
FBPA coupling cs: counter-screen for Giardia aldolase inhibitors: coupling enzyme system | coupling enzyme system counterscreen, AmpLite Red fluorescence | actives 0.67% (n = 290,000) | activity change, negative = inhibition, % at 58.2 µM, hits read low; in the data active means activity change below about -30%; further: on the % scale 0 is the no-effect control and ±100 the full control effect
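Coupling enzymes only (glyceraldehyde-3-phosphate) + compound, at 57.5 uM final, 10 min RT; add substrate/coupling/AmpLite Red mix, 20 min RT; fluorescence ex 525/em 598 nm. Actives flag coupling-system interference.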
Tb PFK inh: T. brucei PFK enzyme inhibition. T. brucei PFK, ADP-Glo luminescence. Potency, µM (highest dose often 57.5 µM), for the others: at the highest dose activity, negative = inhibition, usual class: inhibitors. actives 0.17% (n = 330,000);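 further: potency means the concentration at half of the fitted maximal effect; 0% = uninhibited 1x PFK enzyme wells and -100% = no-enzyme wells; nearly all actives have a fitted effect of over 60% in size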
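ADP-Glo luminescence quantified ADP after 45 min at room temperature, with 1.25 nM T. brucei PFK, 0.1 mM ATP and 0.5 mM fructose-6-phosphate in pH 8.0 TEA buffer. qHTS titrations up to 57 µM; curves classified by quality.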
GALK inh: blocks human galactokinase activity | AID 1868 | Potency, µM (top dose mostly 57.5 µM), for inactives: top-dose activity change, negative = inhibition, most hits filed as inhibitors | actives 0.007% (n = 270,000) | Purified GALK, Kinase-Glo residual ATP luminescence | P51570; further: potency means the concentration at half of the fitted maximal effect; on the % scale 0 is the no-effect control and ±100 the full control effect
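Kinase-Glo Plus luminescence measured ATP left after a 1 h room-temperature reaction. The reaction used 5 nM GALK, 100 uM galactose and 35 uM ATP at pH 8.0 (20 mM HEPES, 5 mM MgCl2, 60 mM NaCl, 1 mM DTT, 0.01% BSA).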
Numbers without * were called inactive; i = inactive; ? = inconclusive; . = no result given; & = joins results of further samples; [ ] = dose if it differs, or a comment. Unless noted, the call rests on the fitted dose curve; in most records, active means well fitted curve in the direction sought with a large enough effect; inconclusive means small, poorly fitted or top-dose-only effect, or another doubt; inactive means no such curve, though single readings can be large; an effect the other way counts as inactive or inconclusive.

canonical_smiles	TCR activator	TSHR antagonist	KCNH2 WT inh	MLL CXXC-DNA inh	AT treatment	Giardia killer	Chronic BCR inh	FBPA coupling cs	Tb PFK inh	GALK inh
COC(=O)[C@]1(Cc2ccccc2)N[C@H](CN(C)S(=O)(=O)c2ccc(F)cc2)[C@@H]2C(=O)N(Cc3ccccc3)C(=O)[C@@H]21	4%	-7	2	.	9%	-25	-1%	.	6%	.
N#Cc1ccsc1NC(=O)CN1CCN(S(=O)(=O)c2ccccc2C(F)(F)F)CC1	7%[46.1 µM]	-4	11	11%	9%	17	?	-2	0%	-2%
O=c1[nH]c(=O)c2ncc(-c3ccc(Cl)cc3)nc2[nH]1	.	3	.	-17%	-7%	.	2%	3	-4%	5%
COc1ccc(-c2cc(=O)oc3cc(OCC(=O)N(C)C)ccc23)cc1	2%	?	-2	-8%	-4%	-20	-6%	1	11%	-6%
COc1ccc(-c2cnc(N)nc2-c2ccc(OC)cc2)cc1	4%	-10	0	?	-6%	9	1%	-1	0%	-2%
O=C(NCc1cccs1)c1cc(-c2ccncc2)nc2ccc(Br)cc12	.	1	.	6%	0%	.	-1%	0	0%	1%
CCC(=O)Nc1ccc(C(=O)CSc2nnc(CNc3ccc(Cl)cc3)o2)cc1OC	5%	-31	0	1%	1%	-8	0%	0	-29%	2%
NC(=O)c1ccc(NC(=O)COC(=O)CCc2ccc(S(=O)(=O)N3CCCCC3)cc2)cc1	-3%	-3	2	5%	-1%	4	2%	1	-1%	-2%
Cc1ccc(CNC(=O)C2CCN(S(=O)(=O)c3cccc4nonc34)CC2)cc1	1%	-7	-2	6%	3%	8	1%	0	0%	-1%
NC(=O)CSc1nnc(-c2cccc(S(=O)(=O)N3CCCCC3)c2)o1	5%	7	-4	-1%	-4%	30	-2%	2	-2%	2%
CC1CCc2c(sc3ncnc(SC(C)C(=O)NCC4CCCO4)c23)C1 (stereo not drawn)	0%	-10	19	.	2%	-16	?	.	-3%	.
C[N+](C)(C)CCOP(=O)(O)OP(=O)([O-])OC[C@H]1O[C@@H](n2ccc(N)nc2=O)[C@H](O)[C@@H]1O	1%	-2&10	3	17%	-8%	-12	-7%	3	0%	-1%
COc1cc(/C=C(\C#N)C(=O)Nc2cccc(C(=O)O)c2)ccc1OCc1ccc(F)cc1	2%	-14	-10	-6%	4%	4	?	1	-19%	-8%
COc1ccc(N2CC(C(=O)NCCc3ccc(Cl)cc3)CC2=O)c(OC)c1 (stereo not drawn)	-1%	4	4	.	1%	22	0%	.	-5%	.
COCCn1c(-c2ccccc2)cnc1SCC(=O)Nc1cccc2ccccc12	7%[46.1 µM]	8	-4	-2%	6%	19	0%	0	-7%	0%
COc1ccccc1NC(=O)CCNC(=O)Cn1ccc2ccccc2c1=O	-2%	-2	4	-2%	1%	3	4%	0	-4%	0%
COc1ccc(NC(=O)COc2ccc(-c3nn(C)c(=O)c4ccccc34)cc2)cc1	6%	-17	6	-4%	1%	11	?	0	0%	-3%
Nc1nc2nonc2nc1N1CCCCC1	-1%	-1	3	6%	-2%	-19	0%	2	0%	-2%
COCCCNC(=O)CNC(=S)N(Cc1ccccc1)Cc1cccnc1	0%	13	1	-4%	-4%	13	4%	1	2%	0%
CCN1C(=O)/C(=C/N2CC(C)CC(C)C2)SC1=S (stereo not drawn)	-4%	21	6	-1%	-2%	0	-1%	9	5%	0%
Cc1ccc(C)c2nc(Cl)c(C#N)cc12	6%	17	2	4%	5%	-7	17%	1	-1%	-1%
COc1c2c(nc3occc13)C(CC=C(C)C)(OC)C(O)CC2 (stereo not drawn)	1%[46.1 µM]	-1	8	1%	3%	-6	7%	-3	-5%	-3%
COc1ccc2c(c1)CCC1C2=NN(/C(C)=C/C(C)=O)C1c1cccc(F)c1 (stereo not drawn)	9%	-10	-2	15%	0%	6	?	-13	2%	1%
O=S(=O)(c1ccc(Cl)s1)N1CCCCC1	2%	1	3	-5%	6%	-10	15%	2	-2%	5%
Cc1ccc(C)c(NC(=O)C2CC(=O)N(C3CCCCC3)C2)c1 (stereo not drawn)	0%	14	-14	2%	-1%	-15	1%	4	-1%	-3%
COc1ccc(CCN2CN(S(=O)(=O)c3ccc(C)cc3)c3nc4ccccc4nc32)cc1OC	-4%[46.1 µM]	7	-11	-7%	0%	7	0%	1	1%	2%
CN(Cc1ccccc1)c1nnc(N)s1	-11%	-3	-7	4%	-1%	13	0%	0	-1%	.
Cc1ccccc1OCC(=O)N/N=C/c1cccc2cccnc12	1%	0	3	-4%	-5%	0	?	.	-1%	2%
Cc1c(C(=O)NCc2nnc(-c3ccccc3)o2)oc2c(F)cccc12	-5%	4	-6	-5%	12%	4	?	.	3%	-4%
CN(C)/N=C/C=C1\CC/C(=C\c2ccc(Br)cc2)C1=O	-2%	-9	1	15%	.	-1	?	0	-7%	3%
Cc1ccc(NC(=O)CCc2c(C)nn(-c3ccc(N4CCCCC4)nn3)c2C)cc1	7%	0	-1	7%	10%	20	2%	0	6%	-5%
Cc1onc(-c2ccccc2Cl)c1C(=O)N1CCc2ccccc2C1	0%	.	-2	6%	.	20	.	0	.	5%
CCOC(=O)N1CCN(S(=O)(=O)c2ccc(C(=O)N(CCCN(C)C)c3nc4c(F)cc(F)cc4s3)cc2)CC1	.	3	-5	.	2%	15	?	.	7%	.
Cc1ccc(S(=O)(=O)N2CCC(=O)N(CCOCc3ccccc3C)CC2)cc1	3%	6	-6	-4%	2%	0	-3%	3	2%	.
CC(=O)Nc1ccc(S(=O)(=O)N2CCN(c3cc(C)ccc3C)CC2)cc1	3%[46.1 µM]	-4	1	-3%	-3%	0	1%	1	0%	0%
Cc1ccc(N2C(=O)C(CN(C)C)C2c2ccccc2)cc1 (stereo not drawn)	-3%	-1	14	0%	-3%	21	2%	-4	0%	-2%
Cc1cc(CSc2ccccc2)ccc1NC(=O)c1ccc(C)c([N+](=O)[O-])c1	2%[46.1 µM]	-17	-6	-14%	5%	7	-3%	4	-1%	0%
[O-]C1=N/[N+](=C/c2ccc(Cl)cc2)CC1	-4%	11	-4	16%	4%	3	5%	-4	3%	-2%
Cc1c(NS(=O)(=O)c2cccc(C(=O)N3CCC(C(N)=O)CC3)c2)c(=O)n(-c2ccccc2)n1C	1%[46.1 µM]	-7	3	.	20%	-6	?	.	10%	.
N#Cc1ccc(OCC(=O)Nc2ccc(N3CCCC3)cc2)cc1	-7%	7	-4	.	-7%	16	3%	.	-8%	.
CC(C)(C)N=C1NN=C(c2ccc(Cl)cc2)CS1	-18%	1	5	-5%	-7%	-7	?	2	-13%	5%
COc1ccc(Cc2nnc(NCCO)[nH]c2=O)cc1	1%	-4	-14	2%	-9%	-13	-23%	2	0%	9%
CN(C)c1ccc(C=NC(CO)C(O)c2ccc([N+](=O)[O-])cc2)cc1 (stereo not drawn)	-6%	8	-6	6%	-3%	-5	3%	0	1%	.
COc1ccc(C(=O)Nc2cccnc2)cc1OC	3%[46.1 µM]	0	6	-1%	0%	1	?	0	6%	0%
Cc1ccc(CNC(=O)CN2CCN(c3ccc(F)cc3)CC2)cc1	3%	4	-2	-5%	9%	8	-4%	1	-5%	-3%
COc1ccccc1C(=O)N/C(=C\c1ccc2c(c1)OCO2)C(=O)NCCc1nc2ccccc2[nH]1	6%[46.1 µM]	-8	-1	-4%	4%	-1	?	4	0%	0%
CCC(C)NC(=O)CSc1n[nH]c(=O)n1CCc1ccccc1 (stereo not drawn)	3%	-10	-7	2%	1%	-4	-3%	3	1%	-1%
O=C(Nc1nnc(Cc2ccccc2)s1)c1cccnc1	-6%	9	8	-8%	1%[11.5 µM]	10	8%	2	-1%	3%
COc1cc(C(=O)OCC(=O)N2CC(C)OC(C)C2)cc(OC)c1OC (stereo not drawn)	8%	14	22	?	-3%	-15	?	-1	-7%	0%
Cc1nc2ccc(NC(=O)c3ccco3)cc2s1	-1%	-5	6	4%	6%[11.5 µM]	-20	0%	0	0%	2%
O=C(NC1CCCCC1)C(c1ccccn1)N(C(=O)c1csnn1)C1CC1 (stereo not drawn)	-3%	12	-2	15%	-3%	-14	2%	1	-11%	12%
CCc1nonc1NC(=O)c1oc2ccccc2c1C	-1%	17	0	14%	6%	16	-3%	.	4%	-7%
CC(=O)OC(C)C(=O)NS(=O)(=O)c1ccc(C)cc1 (stereo not drawn)	7%	6	i	10%	1%	-6	6%	1	-4%	-3%
